High-throughput results from PubChem BioAssay.
Hsp90 Hop PPI = changes Hsp90-Hop TPR2A binding signal, up or down; AlphaScreen TPR2A-His6 binding biotin-Hsp90 C-terminal peptide; Potency, µM (top dose mostly 57 µM), for inactives: top-dose activity change, negative = inhibition; hit rate 0.44% among 71,000; AID 595; active means well fitted curve in either direction with a large enough effect; inconclusive means small, poorly fitted or top-dose-only effect, or another doubt; further: potency means the concentration at half of the fitted maximal effect; on the % scale 0 is the no-effect control and ±100 the full control effect; many of its hits are not listed in these tables
Fluorescein autfl = compound autofluorescence in fluorescein spectral region; Compound autofluorescence, 480/540 nm, fluorescein-equivalent; stronger effect = higher value; max fluorescein-equivalent concentration, M; hit rate 0.91% among 59,000; in the data active means max fluorescein-equivalent concentration above about 10 nM; inconclusive means between about 1.1 nM and that limit
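Spectral profiling of library compounds in the fluorescein window (480 nm excitation, 540 nm emission) after 15 min at room temperature in pH 8.0 Tris (100 mM). Values are dye-equivalent concentrations.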
ERK AVP inh = vasopressin-driven ERK pathway inhibition; hit rate 0.99% among 72,000; HEK293-V1b, vasopressin-stimulated pERK AlphaScreen; AID 995; Potency, µM (top dose mostly 57.5 µM), for inactives: at the highest dose activity, negative = inhibition, most hits filed as inhibitors; further: potency means the concentration at half of the fitted maximal effect; on the % scale 0 is the no-effect control and ±100 the full control effect; nearly all actives have a fitted effect of over 55% in size
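HEK293 cells stably expressing V1b receptor, seeded overnight in 1% FBS, were treated with compounds for 30 min at 37C, then stimulated 5 min with 25 nM vasopressin; phospho-ERK read by AlphaScreen SureFire after lysis.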
CRE Fsk mod = CRE-bla signaling modulation under forskolin stimulation. CHO CRE-bla reporter (cAMP response element driving beta-lactamase), forskolin EC10, beta-lactamase ratio. Potency, µM (highest dose often 38.2 µM), for inactives: at the highest dose activity change, negative = inhibition, actives largely listed as activators. hit rate 2.5% among 71,000. AID 662; active means well fitted activation curve with a large enough effect in the signal ratio, with a control signal flat, not every such curve was filed as active; inconclusive means small, poorly fitted or top-dose-only effect, or effect the other way, or a change in a side signal; the % refers to the signal ratio; further: potency means the concentration at half of the fitted maximal effect; % of control where 0% means no effect
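Cells were plated overnight at 37 °C, exposed to compound titrations plus EC10 NKH 477 for 3 h, then given CCF4 dye for 2 h at room temperature. Blue/green (460/530 nm) ratio was converted to %Activity and AC50 values calculated.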
FLuc inh = inhibitors of firefly luciferase; P08659; purified firefly luciferase, luminescence, 8 min; Potency, µM (highest dose often 57.1 µM), inactives show top-dose activity change, negative = inhibition, usual class: inhibitors; hit rate 2.2% among 72,000; AID 411; further: potency means the concentration at half of the fitted maximal effect; on the % scale 0 is the no-effect control and ±100 the full control effect; nearly all actives have a fitted effect of over 40% in size
Target sequence (P08659 whole entry, looked up): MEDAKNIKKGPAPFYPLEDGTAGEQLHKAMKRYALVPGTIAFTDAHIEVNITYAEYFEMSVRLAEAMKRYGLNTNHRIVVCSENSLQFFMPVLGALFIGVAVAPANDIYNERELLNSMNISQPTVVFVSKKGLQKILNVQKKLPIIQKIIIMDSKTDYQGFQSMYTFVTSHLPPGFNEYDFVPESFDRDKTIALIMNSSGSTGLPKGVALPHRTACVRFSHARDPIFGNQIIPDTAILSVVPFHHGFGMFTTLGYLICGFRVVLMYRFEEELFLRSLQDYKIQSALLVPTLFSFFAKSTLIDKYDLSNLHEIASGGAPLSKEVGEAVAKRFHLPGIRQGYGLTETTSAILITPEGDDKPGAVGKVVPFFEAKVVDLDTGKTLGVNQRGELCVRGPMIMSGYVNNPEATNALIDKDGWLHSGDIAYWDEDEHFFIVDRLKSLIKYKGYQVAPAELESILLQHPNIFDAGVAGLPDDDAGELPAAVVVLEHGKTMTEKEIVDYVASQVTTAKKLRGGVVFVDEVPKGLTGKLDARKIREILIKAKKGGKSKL
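Titration-based qHTS; buffer 50 mM imidazole pH 7.2, 50 mM KCl, 7 mM MgCl2, 10 uM ATP, 0.01% Tween 20, 0.05% BSA; luciferase/luciferin detector mix added after compound; 8 min, ambient; luminescence.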
Epigenetic mod = derepresses silenced GFP locus in mouse C127i cells; Potency, µM (highest dose often 46.1 µM), for inactives: at the top dose GFP derepression (activation); hit rate 0.09% among 68,000; AID 597; mouse C127i GFP locus derepression, cytometry, 30 h; further: % of control where 0% means no effect
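Derepression screen: silenced CMV-GFP reporter in murine C127i cells, 30 h compound incubation at 37 C, washed cells imaged by laser-scanning cytometer to enumerate GFP-expressing objects of 20 to 120 um.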
HBB splice mod = alters splicing of the hemoglobin beta chain. HBB splicing reporter cell assay, activation; EGFP reporter with mutant IVS2-654 intron; response scale: normalised to 500 nM splice-correcting PNA. Potency, µM (top dose mostly 46.1 µM), inactives show at the top dose activation, usual class: activators. hit rate 0.06% among 65,000; further: potency means the concentration at half of the fitted maximal effect; 0% is about no effect
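HeLa cells stably expressing EGFP interrupted by mutant beta-globin intron 2 (IVS2-654), 500/well in 2% FCS. Treated with compound for 2 days at 37C. Splicing correction scored as total well GFP intensity (488 nm excitation, 500-520 nm emission); 500 nM antisense PNA served as control.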
UbGFP stabilizer = ubiquitin-GFP accumulation via proteasome inhibition; 67,000 tested, under 10 active; Potency, µM (series often up to 45.9 µM), for inactives: at the top dose activation (GFP accumulation), actives largely listed as activators; Ubiquitin-GFP reporter cells, proteasome inhibition, GFP fluorescence; response scale: untreated = 0%, 10 µM MG-132 = 100%; active means well fitted activation curve with a large enough effect, not every such curve was filed as active; inconclusive means small, poorly fitted or top-dose-only effect, or another doubt; inactive means no such curve, though single readings can be large or run the other way; further: potency means the concentration at half of the fitted maximal effect
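U2OS cells stably expressing ubiquitin(G76V)-GFP, seeded overnight in 0.5% FBS medium, were exposed to compounds (qHTS, 46 uM to 2.9 nM) for 4 hr at 37 °C. GFP-positive cells were counted by laser cytometry (488 ex/515 em), normalized between basal and 10 uM MG-132.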
TexasRed autofl = Texas Red region autofluorescence | hit rate 0.06% among 59,000 | Compound fluorescence, Texas Red channel, 547/618 nm; stronger effect = higher value | max dye-equivalent concentration, M; in the data active means max dye-equivalent concentration above about 10 nM; inconclusive means between about 1.1 nM and that limit
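Spectral interference profiling: each compound concentration's relative fluorescence, read with a 547 nm excitation and 618 nm emission filter pair, was normalized to a per-plate Texas Red standard curve.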
4-MU autofl = compound fluoresces in the 4-MU spectral region; compound autofluorescence, 340/450 nm, 4-MU equivalents; stronger effect = higher value; max dye-equivalent concentration, M; hit rate 11% among 59,000; in the data active means max dye-equivalent concentration above about 10 nM; inconclusive means mostly about 1.1 nM to 9.6 nM
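Compounds in 100 mM Tris, pH 8.0, sat 15 min at room temperature before fluorescence was read at 340 nm excitation/450 nm emission; a per-plate six-point 4-MU standard curve converted signals to dye-equivalent concentration at each compound concentration.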
A350 fluor = A350 region autofluorescence; Compound autofluorescence, 340/450 nm, Alexa 350 dye-equivalents; stronger effect = higher value; max dye-equivalent concentration, M; hit rate 11% among 59,000; AID 590; in the data active means max dye-equivalent concentration above about 10 nM; inconclusive means mostly about 1.1 nM to 9.6 nM
An asterisk follows results filed as active; i = inactive; u = inconclusive; x = no result given; & = joins results of further samples; [ ] = remark or other dose. Unless noted, the call rests on the fitted dose curve; in most records, active means well fitted curve in the direction sought with a large enough effect; inconclusive means small, poorly fitted or top-dose-only effect, or another doubt; inactive means no such curve, though single readings can be large; an effect the other way counts as inactive or inconclusive. Some of the compounds tested. The share of hits here may be higher or lower than overall.

SMILES	ERK AVP inh	TexasRed autofl	Epigenetic mod	Fluorescein autfl	FLuc inh	CRE Fsk mod	Hsp90 Hop PPI	UbGFP stabilizer	HBB splice mod	4-MU autofl	A350 fluor
Nn1c(COc2ccccc2)nnc1SCC(=O)O	3%	i	5%	i	2%	-4%	1%	-5%	-0.1%[57.5 µM]	4.7e-08M*	4.6e-08M*
CSc1ccc(-c2nnn(Cc3ccccn3)n2)cc1	48%	i	1%	i	-28%	-16%	10%	1%	-1.6%	i	i
CCc1nc2ccccc2n(CCOCCn2c(=O)c(CC)nc3ccccc32)c1=O	27%	i	0%	u	4%	1%	4%	-1%	-0.9%[57.5 µM]	u	u
Cc1ccccc1-n1c(SCC(=O)N2CCN(c3ccccc3)CC2)nnc1-c1ccncc1	u	u	-1%	u	1%	9%	-7%	-1%	-2.1%	i	i
O=C(Cn1nc(Cc2cccnc2)c2ccccc2c1=O)N1CCN(C(=O)c2ccco2)CC1	-10%	x	-2%	x	1%	1%	-8%	-13%	0.4%	x	x
O=C(c1ccccc1-c1ccccc1)N1CCCC1	-1%	u	-5%	i	1%	-8%	1%	3%	-1.0%	i	i
CCOC(=O)c1ccc(NC(=O)NCc2ccncc2)cc1	29%	i	3%	i	4%	u	u	18%	0.7%	i	i
COc1ccc(OC)c(S(=O)(=O)N(C)CC(=O)Nc2cc(Cl)ccc2OC)c1	-12%	i	9%	u	-5%	-17%	-4%	3%	2.4%	i	i
COc1cccc(Nc2ncc3nc(CCc4ccccc4)c(=O)n(C)c3n2)c1	-10%	i	1%[9.22 µM]	i	1%[11.4 µM]	u	-6%	0%	3.5%	i	i
Cn1c(N2CCC(C(N)=O)CC2)nc2c1c(=O)n(Cc1cccc(Br)c1)c(=O)n2C	3%	u	2%	i	1%	-3%	-5%	-1%	-5.1%[0.369 µM]	i	u
CCn1ncc(Cl)c1C(=O)Nc1cc(Cl)ccc1Cl	89%[activator]	i	0%	i	6%	u	u	-3%	0.5%	i	i
CCN(CCO)C[C@H]1CCC[C@H]2CCCC[C@@H]21	13%[11.5 µM]	i	2%[9.22 µM]	u	1%[11.4 µM]	-1%[7.6 µM]	-2%[11 µM]	6%[9.17 µM]	4.2%[9.22 µM]	i	i
CCCCn1nnc(NC(=O)c2sc3cc(Cl)ccc3c2Cl)n1	-15%	i	-4%	u	0%	-5%	0%	5%	3.5%	i	i
O=C(NCCC1=CCCCC1)C1CCCN(S(=O)(=O)c2cccc3cccnc23)C1 (stereo unspecified)	4%	x	2%	x	1%	-15%	u	-13%	-1.0%	x	x
CCOC(=O)C(Cc1ccccc1)NC(=O)Cn1nnc(-c2ccccc2)n1 (stereo unspecified)	2%	i	-2%	i	1%	7%	-1%	8%	1.2%	i	i
CCCCOCCCNC1=NCCCCC1	-8%	i	-1%	u	2%	-8%	-4%	1%	0.2%	i	i
COc1ccc(N=c2oc3cc(O)ccc3cc2C(=O)NCC2CCCO2)cc1 (stereo unspecified)	25%	i	-1%	i	-1%	u	-2%	1%	x	7.6e-07M*	5.2e-07M*
C=C1[C@@H](C)C2[C@H](Cc3ccccc3)NC(=O)[C@]23OC(=O)CC[C@H](O)CCC[C@H](C)C/C=C/[C@H]3[C@@H]1O (stereo partly specified)	x	i	4%[20.6 µM]	i	-2%[25.5 µM]	x	x	x	x	u	u
O=C(CSc1nc2ccccc2c2nc3ccccc3n12)NCc1ccco1	12%	i	-3%	u	-4%	u	-4%	3%	-0.5%	i	i
CCOC(=O)c1c(NC(=O)c2cccs2)sc(C(=O)N2CCOCC2)c1C	-20%	i	1%	i	-1%	u	2%	3%	x	2.3e-07M*	1.7e-07M*
c1ccc(Cn2ccnc2SCc2nnc(-c3ccccc3)o2)cc1	-17%	i	-1%	i	1%	u	-11%	9%	-0.2%	i	i
O=C(CSc1nnnn1Cc1ccccc1)NCC(=O)c1ccccc1	-9%	u	-3%	u	1%	-2%	0%	0%	-1.4%	i	i
Cc1onc(COc2ccccc2O)c1Br	1%	u	0%	u	0%	-5%	2%	-3%	-0.5%	i	i
COc1ccc2c(c1)SC1=NCCS(=O)(=O)N12	-12%	i	0%	u	0%	-3%	2%	3%	-0.3%	i	u
CO/N=C(\C(=O)N[C@@H]1C(=O)N2C(C(=O)O)=C(CSc3nc(=O)c(O)nn3C)CS[C@@H]12)c1csc(N)n1	2%	i	-2%	u	5%	5%	-8%	-2%	2.0%	i	i
O=C1CCC(c2ccccc2)=NN1c1nc2ccccc2s1	11%[11.5 µM]	i	3%[9.22 µM]	i	-4%[11.4 µM]	1%[7.6 µM]	-1%[11 µM]	-1%[9.17 µM]	2.1%[9.22 µM]	i	i
C#CCSc1nnc(-c2c[nH]c3ccccc23)n1C	x	x	x	x	-15%	14%	-3%	11%	-0.7%	x	x
Cc1c(N2C(=O)c3ccccc3C2=O)c(=O)n(-c2ccccc2)n1C	2%	i	-2%	u	6%	1%	0%	-1%	0.7%	i	i
CCOc1ccc2nc(N3CCCCCC3)sc2c1	3%	u	0%	i	13µM*	u	3%	-7%	0.9%[1.84 µM]	i	i
NC1(C(=O)O)C[C@@H](C(=O)O)[C@H](C(=O)O)C1	4%&1%	x	-1%&0%	x	3%&1%	u	0%&-3%	7%&0%	x	x	x
N#CCCN1CCN(S(=O)(=O)c2ccc(S(=O)(=O)NC3CCCC3)cc2)CC1	-3%	x	-2%	x	-2%	3%	-1%	9%	-0.1%	x	x
Cc1ccc(C)c(/C(O)=C2/C(=O)C(=O)N(CCN3CCOCC3)C2c2ccco2)c1 (stereo unspecified)	18%	i	-1%	i	3%	-1%	-8%	-3%	x	i	i
CN(C)C(=O)c1ccc(NC(=O)c2cccnc2)cc1	-5%	i	9%	i	1%	-5%	-1%	-2%	0.0%[57.5 µM]	i	i
CCOc1cc(C(=O)Nc2cc(C)ccn2)cc(OCC)c1OCC	13%	i	-3%	i	-3%	u	3%	0%	-3.4%	i	i
O=c1n(Cc2ccccc2)c2cc(Cl)cnc2n1Cc1ccccc1	1%	u	0%	i	-1%	u	30%	x	1.4%[0.369 µM]	1e-08M*	1.2e-08M*
C/C(CC1(O)C(=O)N(Cc2ccccc2)c2ccccc21)=N\O (stereo unspecified)	x	i	4%[20.6 µM]	u	1%[25.5 µM]	x	x	x	x	i	i
O=C(CN1CCN(c2ncccn2)CC1)Nc1ccccc1-n1cccc1	-3%	u	1%	u	-2%	-11%	-9%	1%	-0.2%[57.5 µM]	i	i
CCN1C(=O)C2C(c3ccc(O)c(OC)c3)NC(C)(C(=O)OC)C2C1=O (stereo unspecified)	0%	u	3%	u	-1%	-1%	-4%	-1%	-0.9%	1.4e-08M*	2.1e-08M*
Cn1c(OCc2cccnc2)nc2c1c(=O)n(Cc1ccc(Cl)cc1)c(=O)n2C	x	i	3%[20.6 µM]	u	3%[25.5 µM]	x	x	x	x	i	i
CCOc1ccc(-c2nnc(-c3ccco3)o2)cc1OCC	u	i	6%	i	-3%	u	-2%	-2%	0.0%[57.5 µM]	i	i
CC(C)N(CCNC(=O)c1cn(C)c2ccc(S(=O)(=O)N(C)C)cc2c1=O)Cc1ccccc1	-11%	x	2%	x	-1%	0%	-5%	12%	1.0%	x	x
COc1ccccc1-n1c2c(cc(C(=O)N3CCC(C)CC3)c1=O)C(=O)CC(C)(C)C2	1%	x	2%	x	3%	-7%	-4%	-8%	0.6%	x	x
CCC(C)(C)NC(=O)C(c1ccccc1F)N(Cc1ccco1)C(=O)Cn1nnc2ccccc21 (stereo unspecified)	-15%	i	2%	i	-2%	-10%	-5%	2%	0.1%[57.5 µM]	i	i
Nc1ccc(S(=O)(=O)Nc2cnc3ccccc3n2)cc1	-8%[11.5 µM]	u	0%[9.22 µM]	i	-1%[11.4 µM]	5%[7.6 µM]	-3%[11 µM]	3%[9.17 µM]	2.1%[9.22 µM]	i	i
CN(C)CCN(Cc1cccs1)c1ccccn1	x	i	3%[20.6 µM]	u	1%[25.5 µM]	-2%[17.1 µM]	-2%[26 µM]	-6%[20.5 µM]	0.7%[20.6 µM]	u	u
COC(=O)c1cc(Br)c(=O)n(Cc2ccco2)c1	x	i	0%[20.6 µM]	u	0%[25.5 µM]	x	x	x	x	i	i
C[C@H](CC(=O)O)C(C(=O)O)C(=O)O	-4%[11.5 µM]	i	-2%[9.22 µM]	u	2%[11.4 µM]	12%[7.6 µM]	-2%[11 µM]	1%[9.17 µM]	4.2%[9.22 µM]	i	i
Cc1cc(C)n(-c2nc(NCc3cccnc3)c3c4c(sc3n2)COC(C)(C)C4)n1	-27%	i	-2%	u	-7%	u	u	x	-0.7%[0.369 µM]	8.7e-08M*	1.1e-07M*
CCC1CCc2c(sc(NC(=O)c3ccoc3C)c2C(N)=O)C1 (stereo unspecified)	-3%	u	-3%	u	13µM*	10µM*	-8%	-7%	-1.6%	3.9e-08M*	4.9e-08M*
